POLK inh = inhibitors of human DNA polymerase kappa; actives 0.53% (n = 400,000); Q9UBT6; purified Pol kappa, fluorescent DNA synthesis assay, 10 min; Potency, µM (series often up to 107 µM), for inactives: top-dose activity, negative = inhibition, most hits filed as inhibitors; also: potency is read from the fitted curve at half-maximal effect; % is scaled to controls: 0 for no effect and ±100 for the full control effect
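Activity was followed as the change in fluorescence between reads at 0 and 10 min after starting the reaction with 50 nM substrate. Beforehand, 10 nM polymerase had been preincubated with compound for 15 min at room temperature.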
ERG Ets-DNA blk = ERG Ets/DNA interaction inhibition; P11308; fluorescence polarization, His-ERG Ets domain / labelled DNA; Potency, µM (doses to about 76.9 µM), for inactives: top-dose FP activity, negative = inhibition, actives largely listed as inhibitors; actives 0.028% (n = 370,000); AID 624246; active = well fitted inhibition curve with a large enough effect in the polarisation, with a control signal flat; inconclusive = small, poorly fitted or top-dose-only effect, or effect the other way, or a change in a side signal; inactive = no such curve, though single readings can be large or run the other way; the % refers to the polarisation;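 also: polarization taken with two DNA probes labelled with fluorescein and Texas red; potency is read from the fitted curve at half-maximal effect; % of control where 0% means no effect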
Target sequence (P11308 whole entry, looked up, the tested form may be a part): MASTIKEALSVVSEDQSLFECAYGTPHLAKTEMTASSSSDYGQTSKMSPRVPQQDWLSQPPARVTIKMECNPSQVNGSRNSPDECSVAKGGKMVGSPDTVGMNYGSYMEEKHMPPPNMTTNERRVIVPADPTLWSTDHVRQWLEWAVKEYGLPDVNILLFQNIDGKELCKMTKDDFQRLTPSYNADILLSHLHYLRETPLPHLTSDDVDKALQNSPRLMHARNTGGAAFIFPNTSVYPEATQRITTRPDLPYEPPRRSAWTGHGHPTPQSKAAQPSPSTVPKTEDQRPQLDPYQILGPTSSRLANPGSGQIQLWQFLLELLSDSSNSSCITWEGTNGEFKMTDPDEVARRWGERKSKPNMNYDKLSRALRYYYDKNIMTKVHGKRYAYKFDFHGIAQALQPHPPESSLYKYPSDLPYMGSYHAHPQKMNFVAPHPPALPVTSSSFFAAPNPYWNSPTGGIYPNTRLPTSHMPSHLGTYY
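His-tagged ERG Ets domain (1 uM in the protein solution; 300mM KCl, 50mM Tris-HCl, 1mM EDTA, 1mM DTT, pH 7.5) received compound, then a probe mix of 5 nM fluorescein-DNA and 100nM Texas-615-DNA. Fluorescence polarization was read for both dyes.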
BLM inh = Bloom syndrome helicase (human) inhibition. recombinant BLM DNA unwinding, fluorescence dequenching. Potency, µM (top dose mostly 56.1 µM), for the others: top-dose activity change, negative = inhibition, usual class: inhibitors. actives 0.2% (n = 350,000). AID 2528;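 also: potency is read from the fitted curve at half-maximal effect; plate controls were vehicle for no effect and no enzyme for full effect; nearly all actives have a fitted effect of over 35% in size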
APEX1 inh = inhibitors of human APE1 endonuclease | actives 0.35% (n = 350,000) | Potency, µM (doses to about 65.8 µM), inactives show at the top dose activity change, negative = inhibition, actives largely listed as inhibitors | recombinant APE1, TAMRA/BHQ-2 abasic DNA cleavage fluorescence | P27695 | AID 2517;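 also: potency is read from the fitted curve at half-maximal effect; plate controls were vehicle for no effect and reference inhibitor for full effect; nearly all actives have a fitted effect of over 55% in size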
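Enzyme (0.75 nM final) and test compound are incubated 15 min at room temperature before adding 50 nM quenched THF abasic-site duplex. Cleavage dequenches TAMRA, followed at 525/598 nm over three reads one minute apart.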
Pol iota inh = blocks human DNA polymerase iota activity; Q9UNA4; Pol iota fluorescent replication assay, 10 min; Potency, µM (doses to about 115 µM), for the others: at the highest dose activity, negative = inhibition, hits mostly inhibitors; actives 1% (n = 390,000); also: potency is read from the fitted curve at half-maximal effect
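Fluorescent replication assay read twice, at 0 min and 10 min after adding 50 nM (final) substrate. Enzyme (10 nM) and compounds were first incubated 15 min at room temperature; enzyme-free buffer wells were negative controls.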
TRHR agonist = agonists of human TRH receptor | AID 493084 | TRHR cells, calcium flux fluo-8, FDSS agonist mode | activation, % at 2 µM | actives 0.18% (n = 360,000); in the data active = activation above about 30%; also: 0% is about no effect
Target sequence (P34981 whole entry, looked up): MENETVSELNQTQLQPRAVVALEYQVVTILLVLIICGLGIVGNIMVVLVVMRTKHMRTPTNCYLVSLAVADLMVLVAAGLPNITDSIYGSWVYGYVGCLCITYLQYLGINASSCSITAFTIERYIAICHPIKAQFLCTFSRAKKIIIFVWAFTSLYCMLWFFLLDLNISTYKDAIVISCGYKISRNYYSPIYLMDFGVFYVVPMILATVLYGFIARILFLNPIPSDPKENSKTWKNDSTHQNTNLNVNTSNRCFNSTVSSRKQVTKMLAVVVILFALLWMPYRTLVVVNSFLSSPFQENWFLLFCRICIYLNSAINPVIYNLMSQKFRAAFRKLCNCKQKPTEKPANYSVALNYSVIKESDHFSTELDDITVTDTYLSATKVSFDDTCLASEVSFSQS
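Fluo-8-loaded TRHR cells; 10 s baseline, compound added, kinetic Ca2+ fluorescence read 1/s, agonist mode.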
POLB inh = blocks human DNA polymerase beta activity; P06746; actives 1.3% (n = 340,000); Potency, µM (titrated, usually from 114 µM), for the others: at the top dose activity change, negative = inhibition, actives largely listed as inhibitors; Pol beta primer extension/strand displacement, fluorescence kinetic; AID 485314; also: potency is read from the fitted curve at half-maximal effect; % is scaled to controls: 0 for no effect and ±100 for the full control effect
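Human Pol beta at 10 nM; strand-displacement substrate 50 nM final. Compound exposure 15 min at room temperature before start, reaction 10 min at room temperature.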
Apoferritin bind = binds horse apoferritin like a general anesthetic | actives 0.074% (n = 350,000) | Potency, µM (titrated, usually from 77.5 µM), for the others: at the top dose activity change, negative = displacement, hits mostly inhibitors | P02791 | apoferritin/1-aminoanthracene competitive binding, fluorescence; also: potency is read from the fitted curve at half-maximal effect; % is scaled to controls: 0 for no effect and ±100 for the full control effect; nearly all actives have a fitted effect of over 20% in size
Target sequence (P02791 2-175 limits assumed): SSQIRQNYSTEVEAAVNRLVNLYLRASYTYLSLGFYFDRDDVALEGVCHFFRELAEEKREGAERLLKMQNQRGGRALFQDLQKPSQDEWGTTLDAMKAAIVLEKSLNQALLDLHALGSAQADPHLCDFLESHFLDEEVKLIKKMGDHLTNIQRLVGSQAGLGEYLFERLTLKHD
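Concentration-response curves derived by four-parameter Hill fitting of normalized fluorescence, where compounds displaced 1-AMA from 10 uM horse apoferritin following a brief 10 min room-temperature incubation; propofol titration acted as positive control.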
ALOX12 inh = blocks human arachidonate 12S-lipoxygenase | purified 12hLO, xylenol orange hydroperoxide absorbance | Potency, µM (doses to about 108 µM), without a hit: at the highest dose activity change, negative = inhibition, most hits filed as inhibitors | actives 1.1% (n = 580,000) | AID 1671190; also: potency is read from the fitted curve at half-maximal effect; % is scaled to controls: 0 for no effect and ±100 for the full control effect
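Purified human 12hLO at 150 nM in 25 mM Hepes, 0.01% Triton X-100, pH 7.0, preincubated 15 min at room temperature with compound. Reaction started with 40 uM arachidonic acid, 30 min at room temperature. Hydroperoxide measured by Fe-xylenol orange, 573/405 nm absorbance ratio.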
The depositor's hits bear a star; ? = inconclusive; . = not tested or not shown; & = joins results of further samples; [ ] = remark or other dose. Unless noted, calls follow the shape of the dose curve; as a rule, active = well fitted curve in the direction sought with a large enough effect; inconclusive = small, poorly fitted or top-dose-only effect, or another doubt; inactive = no such curve, though single readings can be large; an effect the other way counts as inactive or inconclusive.

SMILES | POLK inh | ERG Ets-DNA blk | BLM inh | APEX1 inh | Pol iota inh | TRHR agonist | POLB inh | Apoferritin bind | ALOX12 inh
CCOC(=O)C1(CCCc2ccccc2)CCN(C(=O)Cc2nonc2C)CC1 | -6% | -6% | -8% | 0% | 27% | 0.8 | -28% | 0% | -15%
O=C(O)c1ccc2c(c1)C(=O)N(c1ccc([N+](=O)[O-])cn1)C2=O | -8% | -4% | 4% | -8% | 180%[activator] | 0.6 | 37% | -3% | ?
O=C(O)c1ccc2c(c1)C(=O)N(CCc1ccc(O)cc1)C2=O | . | . | 4% | 10% | . | -0.2 | . | -12% | .
COc1cccc(Cn2c(=O)cc(C)c3c(C)nn(C)c32)c1 | 8% | 2% | -8% | . | 2% | -0.1 | -20% | -14% | -21%
CCOc1ccc(Nc2ccc(C(=O)O)cc2[N+](=O)[O-])cc1 | -13% | 1% | -5% | 31% | 15% | -0.4 | -6% | -9% | 2%
O=C(NNC(=O)c1cccc(S(=O)(=O)N2CCc3ccccc32)c1)c1ccccc1 | -18% | -2% | 0% | 1% | -4% | -1.0 | -9% | -20% | -3%
COc1cc(S(C)=O)ccc1-c1nc2ncccc2[nH]1 (stereo not given) | 16% | ? | -10% | 0% | 10% | -0.1 | . | 1%[29.3 µM] | -5%
O=C(CNC(=O)c1ccc(Br)o1)NCc1ccc(Cl)cc1Cl | -22% | -6% | -5% | 13µM* | 23% | -0.5 | 11% | -1% | 54%[activator]
COc1ccc(CN2C[C@H]3CCCN3c3cc(Br)ccc3S2(=O)=O)cc1 | -15% | 2% | . | 2% | 35%[activator] | . | . | . | .
O=C(CN(Cc1ccc2c(c1)OCO2)C(=O)CSc1nc2ccccc2o1)NC1CCCCC1 | -5% | 2% | -2% | -8% | 1% | 0.0 | -17% | -14% | 1%
O=C(/C(=N/N=C/c1ccc(O)c(O)c1)c1ccccc1)c1ccccc1 | -15% | -9% | -11% | 8% | -3% | -0.1 | 8% | -2% | 40µM*
CCSc1nc(-c2ccco2)ccc1C#N | -32% | 19% | -8% | -9% | ? | -0.7 | ? | -1% | 6.3µM*
O=C(N/N=C\c1ccccc1)c1sccc1-n1cccc1 | -4% | 10% | 0% | -2% | 14% | 0.1 | 16% | -14% | 21%
CC1C/C(=N\NC(=O)c2cccnc2)CC(C)(C)C1 (stereo not given) | -5% | 9% | 0% | -2% | ? | 1.5 | 0% | -4% | 7%
O=S(=O)(c1ccc(Cl)cc1)c1nnn2c1nc(NCc1ccccc1)c1sccc12 | -6% | -2% | -5% | . | -15% | 0.9 | 1% | 6% | -12%
COc1ccc(NC(=O)CSCC(=O)Nc2ccc(C)c(S(=O)(=O)N3CCCCCC3)c2)cc1 | -11% | 8% | . | 0% | 23% | -0.1 | . | . | 8%
COC(=O)c1ccc2c(C)c(C(C)(C)O)[nH]c2c1 | 13% | 15% | -2% | 41% | 13% | -0.1 | -9% | 25% | -14%
Cc1nc2cnc(N(C)C)nc2n(C[C@H]2CCCO2)c1=O | 1%[60.1 µM] | . | 1% | -1% | . | . | . | . | 106%[activator]
COc1ccc(NC(=O)CSc2ncnc3c2nnn3-c2ccc(F)cc2)c(OC)c1 | -13% | 5% | -3% | -3% | ? | 0.6 | -5% | 1% | -9%
COc1ccc(F)cc1S(=O)(=O)NCC(c1ccco1)S(=O)(=O)c1cccs1 (stereo not given) | -8%[60.1 µM] | -5% | -1% | . | 1% | 4.6 | -11% | -3% | -10%
C[C@H](CO)N1C[C@H](C)[C@@H](CN(C)S(=O)(=O)c2ccccc2)Oc2c(NC(=O)Nc3ccccc3)cccc2C1=O | -18% | -1% | . | -2% | 36%[activator] | . | . | . | -2%
COc1cc(NC(=O)c2ccc3c(=O)n(Cc4ccco4)c(=S)[nH]c3c2)cc(OC)c1OC | 0% | 8% | -11% | 5% | -9% | 0.0 | -13% | -10% | ?
CC1CC(C)CN(S(=O)(=O)c2ccc(C(=O)NCc3ccco3)cc2)C1 (stereo not given) | -3% | -7% | -4% | -5% | 52%[activator] | 0.1 | -8% | ? | -6%
CCOC(=O)c1c(-c2ccc(C)cc2C)csc1NC(=O)CSc1nnnn1C | -18% | . | -16% | ? | 3% | -0.9 | 0% | -10% | -13%
COC(=O)CNS(=O)(=O)c1ccc(OC)cc1 | 0% | 3% | 1% | 2% | 11% | 1.3 | 11% | -8% | .
CCOC(=O)N1CCN(C(=O)c2cccc(S(=O)(=O)Nc3ccc(OC)cc3)c2)CC1 | -16% | -10% | . | 57% | 25% | -0.3 | . | . | 0%
Cc1occc1-c1nnc(SCC(=O)N(C)c2ccccc2)o1 | -6% | -7% | . | 6% | -6% | 0.0 | . | . | -3%
NC(=O)c1ccc(NC(=O)COC(=O)C2(c3cccc(F)c3)CCCC2)cc1 | -10% | -4% | -9% | -8% | -20% | -0.6 | -2% | -12% | -23%
CC(CNC(=O)c1ccc(OC2CCN(Cc3ccccn3)CC2)cc1)Oc1cccnc1 (stereo not given) | -7% | -1% | 0% | 2% | 27% | 0.3 | 16% | -5% | 0%
COc1ccc(-c2cc3nc(-c4ccccc4)cc(N4CCCC(O)C4)n3n2)cc1 (stereo not given) | -6% | 6% | -12% | 6% | -13% | -1.2 | ? | 307%[activator] | -5%
Cc1ccc(CNC(=O)C2CCCN(Cc3cnn(-c4ccccc4)c3-n3cccc3)C2)cc1 (stereo not given) | 3% | 4% | -3% | -5% | 1% | -0.9 | 23% | -11% | -8%
Cc1cc([N+](=O)[O-])ccc1NC(=O)CSc1nccn1C | 5% | 2% | 0% | . | 14% | -1.7 | -1% | 7% | ?
CCCn1c(=O)n(C)c(=O)c2c(SCC(=O)NC34CC5CC(CC(C5)C3)C4)nc(CC(C)C)nc21 | 14% | -16% | -4% | 5% | 6% | 0.2 | -1% | -8% | 1%
CCc1sc(C(=O)Nc2nccs2)cc1C | 2% | 6% | -3% | 16% | 8% | 0.4 | 33% | -3% | 5%
CN(CCO)CC(O)CN(c1ccccc1)c1ccccc1 (stereo not given) | -7% | -1% | 5% | -10% | ? | -1.4 | 0% | -11% | 0%
CCCCn1c(SCC(=O)c2ccc(OCC)cc2)nc2cc(S(N)(=O)=O)ccc21 | -10% | -1% | 0% | 2% | 4% | 0.3 | -1% | ? | 0%
CC1(C)CCC[C@@](C)([C@H]2CC[C@]3(C)[C@@H]2[C@H](O)C[C@@H]2[C@@]4(C)CC[C@H](O)C(C)(C)[C@@H]4[C@@H](O)C[C@]23C)O1 | -6%[60.1 µM] | . | 0% | -1% | . | . | . | -19% | .
COc1ccc(Br)c(C(=O)Nc2ccc(F)cc2)c1 | -3% | 3% | -8% | 0% | 14% | -1.0 | 8% | 5% | 7%
COc1ccc(C(CCN2CCCC2)c2c(O)cc(OC)cc2OC)cc1 (stereo not given) | -3%&13% | -9% | 3%&2% | 1%&2% | 14%&18% | 0.3 | -5% | -12%&5% | 2%
CCN(CC(=O)NCc1ccc(Cl)cc1)C(=O)CSCC(=O)Nc1ccc(OC)cc1 | -6% | 1% | . | 12% | 16% | -1.3 | . | . | -7%
CCOc1cc(CNc2cccc3[nH]c(C)nc23)ccc1OC | -12% | ? | -14% | 1% | 87%[activator] | 0.5 | 80% | -13% | 0%
COc1ccc(/C=N/NC(=O)c2nc(Cl)c(Cl)c(N)c2Cl)cc1COc1ccccc1F | -16% | -5% | -5% | -5% | -6% | -0.1 | 2% | 136%[activator] | 0%
CCCc1ccc(C(=O)NNc2cc(Cl)ccc2Cl)cc1 | -14% | -18% | -6% | ? | -11%[58.9 µM] | -0.8 | 23% | -7% | ?
COc1ccc(N2C(=O)CC(N3CCN(c4ccc(S(=O)(=O)N5CCCC5)cc4)CC3)C2=O)cc1 (stereo not given) | -4% | -7% | -8% | -10% | 8% | 0.9 | -3% | -6% | -1%
O=C(COC(=O)CNC(=O)c1ccco1)Nc1ncc(Cl)cc1Cl | -38% | 7% | . | -7% | -2% | 0.6 | . | . | ?
Cc1ccc(C)c(NC(=O)C2CCCC2)c1 | -9% | 0% | . | . | 40%[activator] | . | . | . | ?
CCOC(=O)CNC(=S)N(Cc1ccc(C)cc1)Cc1ccc(C)o1 | -22% | . | -8% | 10% | -3% | -0.3 | -5% | -12% | ?
COc1ccc(C(=O)c2c3ccc([N+](=O)[O-])cc3[n+]([O-])n2CCCN)cc1 | 3% | 11% | . | 3% | 34% | 0.3 | . | . | -13%
COc1ccc(-c2noc(-c3ccc(NCc4ccco4)c([N+](=O)[O-])c3)n2)cc1 | -6% | 4% | -6% | . | 15% | -0.1 | -12% | -6% | -20%
CC(C)(c1ccccc1)c1ccc(OCCCN2CCNCC2)cc1 | -5% | 6% | -8% | -4% | 97%[activator] | 1.5 | 0% | ? | ?
CCc1ccc(NC(=O)CS(=O)CC(=O)NC(C)CCc2ccco2)cc1 (stereo not given) | -15% | -3% | -1% | 4% | 10% | 0.3 | ? | -13% | 5%
Cn1cc(/C=C(\NC(=O)c2ccccc2)C(=O)NCCCN2CCOCC2)c2ccccc21 | -3% | 5% | -3% | 0% | 18% | 0.0 | 8% | -12% | -26%
CC1CCCN(S(=O)(=O)c2ccc(-c3ccc(=O)[nH]n3)o2)C1 (stereo not given) | 12% | 6% | -3% | -5% | 39% | 0.0 | 0% | -2% | 0%
Cc1cccc(OCc2nnc(SC(C)C(=O)O)n2Cc2ccccc2)c1 (stereo not given) | -5% | -4% | -4% | -1% | 22% | 1.2 | ? | -6% | ?
CC(Sc1ccc(Cl)cc1)C(=O)Nc1ccccc1C(=O)N1CCOCC1 (stereo not given) | 0% | 0% | -5% | -1% | 3% | 0.1 | -1% | -11% | -1%
COc1ccc2[nH]cc(CCNc3ncnc4ccc(-c5c(C)noc5C)cc34)c2c1 | 2%[60.1 µM] | . | 0% | -2% | . | . | . | . | -9%

Bioassay records (PubChem BioAssay)

This is a subset, so the mix of outcomes need not match the whole.
